P. falciparum M17LAP: P. falciparum M17LAP inhibitors, primary screen, biochemical, fluorogenic H-Leu-NHMec substrate, 1536-well (AID 1619); recombinant M17LAP, H-Leu-NHMec fluorogenic kinetic assay; higher % means a stronger effect; inhibition, % at 30 µM, or IC50 in µM where a hit was titrated; 0.38% of 220,000 active;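 active = compound inhibiting the enzyme by more than half at any dose during confirmatory dose-response retesting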;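 also: plate controls were full reaction with DMSO carrier for no effect and no enzyme background for full effect; strong numbers were not always called active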
Dynein transport: blocks dynein driven cargo transport along microtubules. 3617.4 mouse cells, GR-EGFP nuclear translocation imaging; test concentration mostly 20 µM; stimulated with dexamethasone, 1 µM; active compounds read low. z-score, hits read low. 0.47% of 220,000 active. AID 1381;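 active = plate z-score of nuclear minus cytoplasmic receptor signal below a set negative limit, without overly bright fluorescence or cell loss, cut at about -3.5 in these data, passing the limit was not always enough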;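 also: z-score of nuclear minus cytoplasmic ring GR-EGFP intensity difference per well; some compounds called inactive have numbers as strong as hits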
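medium = tetracycline-free induction medium containing charcoal-stripped FBS | probe or stimulus = dexamethasone, 1.0 µM final | timing = 48 h induction, then 1 h compound, then 30 min agonist, 37 °C | detection = automated 10x imaging of fixed Hoechst-stained cells | read-out basis = nuclear versus cytoplasmic GR-EGFP signal, averaged per well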
AID2073: disruptors of CaV2.2 binding to Mint1 – biochemical, HTRF (AID 2073); HTRF protein-protein interaction, Mint1-CaV2.2; higher % means a stronger effect; inhibition, % at 20 µM; hits with a dose series show IC50 in µM; 0.19% of 290,000 active; in the data active = inhibition mostly above about 51%, no sharp cut-off; also: some results filed as inactive read as strong as hits
SIAH1 antagonists: Siah-1 peptide-binding antagonists, primary screen, biochemical, fluorescence polarization, rhodamine-plectin, uHTS (AID 1817). Siah-1 / rhodamine-plectin peptide fluorescence polarization; higher % means a stronger effect. 0.02% of 290,000 active. displacement, % at 20 µM, or IC50 in µM where a hit was titrated;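 active = displacement of at least 50% at 20 µM, with a fluorescence ratio check between 0.3 and a set limit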;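 also: plate controls were Siah plus tracer with DMSO for no effect and tracer alone without Siah for full effect; strong numbers were not always called active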
XIAP antagonists: small molecules displacing peptide from XIAP – biochemical, IAP family, fluorescence polarization (AID 1018); XIAP BIR domain, fluorescence polarization peptide displacement; higher % means a stronger effect; displacement, % at 20 µM, or IC50 in µM where a hit was titrated; 0.007% of 200,000 active; in the data active = displacement above about 50%; also: a part of the inactive calls stands beside numbers as strong as those of hits
human PMI inhibitors: MPI inhibition at elevated mannose 6-phosphate – biochemical, fluorescence intensity, high mannose 6-phosphate, primary screen (AID 1220) | 0.66% of 190,000 active | recombinant PMI enzyme, coupled fluorescence intensity; higher % means a stronger effect | one-dose inhibition, % at 20 µM; IC50 in µM for titrated hits
P. falciparum M1AAP: P. falciparum M1AAP inhibitors, biochemical, fluorogenic H-Leu-NHMec substrate, 1536-well (AID 1445). recombinant M1AAP, H-Leu-NHMec fluorogenic kinetic assay; higher % means a stronger effect. 0.42% of 220,000 active. one-dose inhibition, % at 30 µM; IC50 in µM for titrated hits;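 active = primary inhibition above the hit cutoff, then over 50% inhibition at one or more dose response concentrations, cut at about 23% in these data, passing the limit was not always enough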;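 also: plate controls were DMSO full reaction for no effect and no enzyme background for full effect; strong numbers were not always called active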
LYP phosphatase: PTPN22 lymphoid phosphatase activity blockers – biochemical, fluorescence intensity, uHTS (AID 1779); inhibition, % at 11.5 µM, or IC50 in µM where a hit was titrated; recombinant LYP phosphatase, fluorescence intensity; higher % means a stronger effect; 0.054% of 290,000 active;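 also: plate controls were vehicle with enzyme for no effect and no enzyme for full effect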
PMI inhibitors: inhibitors of human PMI, primary screen, biochemical, fluorescence intensity, coupled assay (AID 1209); purified PMI enzyme, coupled fluorescence intensity; higher % means a stronger effect; inhibition, % at 20 µM; hits with a dose series show IC50 in µM; 0.42% of 190,000 active;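 also: plate controls were DMSO vehicle for no effect and wells lacking substrate for full effect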
Dynein transport cytoplasmic EGFP: also measured in Dynein transport; calls as there; z-score; measured here: cytoplasmic GR-EGFP intensity; active compounds read high
Dynein transport nuclear GR-EGFP: recorded beside Dynein transport, whose call it bears; z-score; measured here: nuclear GR-EGFP intensity;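 lower value marks the stronger effect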
Dynein transport cell count: second read-out of Dynein transport, no call of its own (marks repeat the call); z-score; measured here: cell count per field
Numbers without * were called inactive; . = not tested or not shown. Rule as the data show it, unless noted: active = inhibition above about 50%; inactive = the rest.

SMILES	P. falciparum M17LAP	Dynein transport	Dynein transport cytoplasmic EGFP	Dynein transport nuclear GR-EGFP	Dynein transport cell count	AID2073	SIAH1 antagonists	XIAP antagonists	human PMI inhibitors	P. falciparum M1AAP	LYP phosphatase	PMI inhibitors
Cc1nn(-c2cc(C)c3ccccc3n2)c2c1CCC2	-5.3%	-0.592	-0.041	-0.317	0.521	3.6%	5.3%	-4.3%	8.7%	-6.2%	-3.9%	11.0%
Cc1ccc(-c2nnc(-c3ccc(NC(=O)Cc4cccs4)cc3)o2)cc1	-2.8%	0.552	-0.131	0.707	-0.611	42.1%	-1.3%	-5.6%	-1.4%	7.8%	1.2%	3.3%
O=C(Nc1cccc2oc(=O)ccc12)c1ccc([N+](=O)[O-])cc1[N+](=O)[O-]	7.3%	-0.982	-0.28	-0.813	0.164	5.0%	0.2%	0.1%	-7.8%	8.2%	1.3%	-16.4%
Cc1ccc(OCc2ccc(C(=O)Nc3c(C)nn(Cc4c(F)c(F)c(F)c(F)c4F)c3C)o2)c([N+](=O)[O-])c1	12.7%	1.15	-0.131	1.66	-2.3	-5.1%	-0.6%	-2.3%	6.9%	-21.5%	0.6%	13.5%
CCOC(=O)C(C)Sc1ccc2nnc(CCNS(=O)(=O)c3ccc(C)cc3)n2n1 (stereo unspecified)	7.0%	0.597	-0.24	0.432	-0.686	-1.1%	9.3%	-4.4%	0.2%	-1.8%	-5.4%	0.1%
O=C(CCN1CCN(c2ccccn2)CC1)Nc1ccc(F)cc1	5.8%	-0.486	-0.323	-0.232	0.519	-1.4%	0.6%	-1.9%	-4.8%	-1.3%	-2.6%	0.2%
Cc1ccc2nc(N3CCN(Cc4nnnn4Cc4ccccc4)CC3)c(C#N)cc2c1	-0.9%	-0.381	-0.208	0.0542	-0.305	23.1%	2.9%	-13.4%	-17.9%	-2.5%	1.6%	-0.3%
CCOc1ccc2[nH]c(=O)c(CN(CC3CCCN3CC)C(=O)NCc3ccccc3)cc2c1 (stereo unspecified)	-23.0%	0.476	-0.166	0.55	-0.234	-2.9%	4.2%	-1.4%	-3.6%	3.3%	-9.8%	4.6%
Cc1cc2n(n1)C(c1ccc3c(c1)OCO3)Nc1ccccc1-2 (stereo unspecified)	18.2%	-0.407	-0.214	-0.104	-0.0441	-0.3%	0.7%	-0.4%	-4.3%	8.1%	-7.6%	-3.9%
O=C(O)C1CC(=O)N(C2CCCCC2)C1c1ccccc1 (stereo unspecified)	12.9%	-0.879	-0.183	-0.262	0.383	-1.1%	4.4%	-2.3%	5.4%	7.9%	-6.8%	5.3%
COCCNC(=O)c1ccc2c(=O)n(CCOC)c(=O)[nH]c2c1	8.8%	-0.492	0.123	0.353	-0.158	12.4%	1.1%	-1.1%	-9.7%	22.6%	-6.7%	-15.3%
Cc1cccc(N(CC(O)CN(C)C)S(=O)(=O)c2ccccc2)c1 (stereo unspecified)	-13.0%	0.294	-0.0278	0.531	-0.249	-4.8%	1.6%	3.4%	6.5%	3.0%	-9.2%	6.5%
COc1ccc(/C=C/C(=O)NC(C)C)cc1Br	8.8%	-0.427	0.285	-0.36	0.339	-2.5%	1.2%	0.1%	11.7%	2.4%	1.6%	9.9%
Cc1[nH]c(=O)[nH]c(=O)c1NC(=O)c1cccs1	0.0%	0.667	-0.2	0.443	-0.079	15.8%	-2.7%	-3.3%	0.2%	-0.6%	-15.8%	6.0%
COC(=O)c1[nH]c2ccccc2c1NC(=O)c1ccccc1[N+](=O)[O-]	-0.4%	-0.0756	-0.261	-0.0224	0.917	3.8%	2.3%	-2.1%	-0.4%	-1.6%	3.4%	-6.0%
CCCC(=O)n1nc(-c2cccnc2)nc1N	-3.3%	2.08	0.0349	0.455	-1.8	2.0%	-2.0%	-2.2%	-12.9%	14.1%	-10.3%	-4.3%
Cc1cc(N/C=C2\CCCCC2=O)no1	6.9%	-0.479	-0.342	-0.312	0.915	13.7%	-1.4%	-5.3%	3.5%	-2.7%	-3.8%	3.5%
CCOC(=O)N1CCN(C(=O)Cn2ccc3c(OC)cccc3c2=O)CC1	-0.9%	1.73	-0.304	1.4	-1.13	-2.7%	-1.8%	1.5%	-3.1%	0.5%	-4.1%	3.2%
COCCNc1nc(N)c([N+](=O)[O-])c(NCCO)n1	25.8%	0.388	-0.0516	0.282	-1.29	-22.9%	-4.9%	3.5%	-1.3%	19.1%	-5.8%	10.2%
CP(=O)(COC(=O)c1ccccc1)COC(=O)c1ccccc1	17.8%	-0.184	-0.145	0.215	-0.281	-9.7%	-1.7%	-3.2%	0.7%	0.0%	-6.4%	-4.1%
COc1ccccc1/C=C/CN1CC(C)OC(C)C1 (stereo unspecified)	2.4%	0.351	-0.237	-0.544	0.557	11.9%	4.0%	-2.5%	-4.5%	-1.7%	-6.1%	5.4%
O=C(O)CCCNc1ccc(S(=O)(=O)Nc2ccccc2C(=O)O)cc1C(=O)O	51.2%	-0.436	-0.135	-0.147	0.853	12.2%	1.4%	-1.4%	3.6%	2.0%	-5.6%	-0.1%
O=C(CCNC(=O)c1ccccc1Cl)Nc1nc(-c2ccc(F)cc2)cs1	-0.5%	-0.902	-0.222	-0.398	0.332	0.2%	-3.8%	-15.5%	-5.8%	9.6%	-4.2%	-0.8%
O=C(NCc1ccco1)C(=S)N1CCCCC1	11.8%	-0.0292	-0.354	0.285	0.713	-12.2%	10.5%	-3.4%	-0.9%	2.4%	-6.3%	1.5%
CCCNC(=O)C1CCN(S(=O)(=O)c2ccc3nc4c(c(C(=O)O)c3c2)CCCCC4)CC1	9.7%	-0.732	-0.237	-0.361	0.134	-0.8%	8.1%	-0.1%	10.0%	25.7%*	-2.9%	13.4%

Profiles from above.
`CCCC(=O)n1nc(-c2cccnc2)nc1N` in the list: P. falciparum M17LAP = -3.3%; Dynein transport = 2.08; Dynein transport cytoplasmic EGFP = 0.0349; Dynein transport nuclear GR-EGFP = 0.455; Dynein transport cell count = -1.8; AID2073 = 2.0%; SIAH1 antagonists = -2.0%; XIAP antagonists = -2.2%; human PMI inhibitors = -12.9%; P. falciparum M1AAP = 14.1%; LYP phosphatase = -10.3%; PMI inhibitors = -4.3%
`CCOC(=O)N1CCN(C(=O)Cn2ccc3c(OC)cccc3c2=O)CC1` in the list: P. falciparum M17LAP = -0.9%; Dynein transport = 1.73; Dynein transport cytoplasmic EGFP = -0.304; Dynein transport nuclear GR-EGFP = 1.4; Dynein transport cell count = -1.13; AID2073 = -2.7%; SIAH1 antagonists = -1.8%; XIAP antagonists = 1.5%; human PMI inhibitors = -3.1%; P. falciparum M1AAP = 0.5%; LYP phosphatase = -4.1%; PMI inhibitors = 3.2%

Shown with two lines to a compound: 4 of the compounds above.
Values run as follows: P. falciparum M17LAP | Dynein transport | Dynein transport cytoplasmic EGFP | Dynein transport nuclear GR-EGFP | Dynein transport cell count | AID2073 | SIAH1 antagonists | XIAP antagonists | human PMI inhibitors | P. falciparum M1AAP | LYP phosphatase | PMI inhibitors
- COC(=O)c1[nH]c2ccccc2c1NC(=O)c1ccccc1[N+](=O)[O-]
 : -0.4% | -0.0756 | -0.261 | -0.0224 | 0.917 | 3.8% | 2.3% | -2.1% | -0.4% | -1.6% | 3.4% | -6.0%
- COCCNc1nc(N)c([N+](=O)[O-])c(NCCO)n1
 : 25.8% | 0.388 | -0.0516 | 0.282 | -1.29 | -22.9% | -4.9% | 3.5% | -1.3% | 19.1% | -5.8% | 10.2%
- COc1ccc(/C=C/C(=O)NC(C)C)cc1Br
 : 8.8% | -0.427 | 0.285 | -0.36 | 0.339 | -2.5% | 1.2% | 0.1% | 11.7% | 2.4% | 1.6% | 9.9%
- CCOc1ccc2[nH]c(=O)c(CN(CC3CCCN3CC)C(=O)NCc3ccccc3)cc2c1 (stereo unspecified)
 : -23.0% | 0.476 | -0.166 | 0.55 | -0.234 | -2.9% | 4.2% | -1.4% | -3.6% | 3.3% | -9.8% | 4.6%

Further entries follow:
SMILES	P. falciparum M17LAP	Dynein transport	Dynein transport cytoplasmic EGFP	Dynein transport nuclear GR-EGFP	Dynein transport cell count	AID2073	SIAH1 antagonists	XIAP antagonists	human PMI inhibitors	P. falciparum M1AAP	LYP phosphatase	PMI inhibitors
Fc1ccc(NCc2cccnc2)cc1F	-24.1%	-0.63	-0.138	-0.48	0.765	-1.4%	3.4%	-0.8%	-52.8%	-1.5%	-6.1%	-32.5%
CCCCC(=O)NC(=S)Nc1ccc(S(=O)(=O)N2CCCC2)cc1	-0.2%	-0.76	-0.272	-0.184	0.944	-7.6%	9.5%	-5.7%	-2.4%	9.6%	2.3%	0.9%
O=C(c1cccc2ccccc12)N1CCN(c2ccc([N+](=O)[O-])c(NCc3ccco3)c2)CC1	-6.5%	-0.469	-0.299	-0.367	0.418	19.2%	8.3%	-4.2%	26.0%	5.0%	-1.6%	16.4%
CCOC(=O)c1ccc(NC(=O)N2CCN(C3CCCCC3)CC2)cc1	17.5%	-0.803	-0.354	-0.297	0.732	16.1%	-0.3%	-3.0%	-2.9%	5.4%	-0.2%	-0.8%
CN(C)c1cccc2c1c(NC(=O)c1ccc(F)cc1)nn2C	5.7%	1.03	-0.215	0.195	-0.903	-41.2%	-3.4%	.	.	10.2%	-2.4%	.
CSC(=NC#N)N1CCN(c2ccccc2)CC1	4.7%	-0.176	-0.171	0.603	0.214	6.7%	2.9%	-1.7%	-18.2%	8.7%	-0.4%	-19.6%
Cc1cc(OCCN2CCCCCC2)ccc1[N+](=O)[O-]	12.8%	-0.288	-0.185	-0.0189	-0.216	-1.9%	1.9%	-4.7%	-3.4%	2.3%	-4.7%	-3.5%
COc1ccc(-c2[nH]ncc2CNCCCSC)cc1F	-0.2%	0.015	-0.0145	-0.016	-0.339	4.8%	2.8%	-2.6%	-5.5%	2.5%	-8.2%	-0.9%
CCC(CCC(=O)NNC(=O)Cc1ccc([N+](=O)[O-])cc1)C(=O)O (stereo unspecified)	7.5%	1.01	-0.207	0.498	-0.508	-2.1%	9.8%	.	.	0.5%	-6.0%	.
O=C(c1cccc(C(F)(F)F)c1)c1c[nH]c(C(=O)NCC2CCCO2)c1 (stereo unspecified)	-5.8%	-0.424	-0.257	0.187	0.149	-9.5%	-7.9%	-12.1%	14.3%	6.6%	-3.4%	4.9%
COc1ccc(-n2c(SCC3CNC(=O)O3)nnc2-c2ccc(Cl)cc2)cc1 (stereo unspecified)	0.6%	-0.368	-0.222	0.112	3.13	6.8%	3.9%	-7.4%	-6.4%	3.5%	-4.5%	-7.6%
